Source: PubChem BioAssay (National Center for Advancing Translational Sciences (NCATS))
FEN1 inhibitor: blocks human flap endonuclease 1. P39748. Recombinant FEN1 flap cleavage, fluorescence, 15 min. Potency, µM (series often up to 114 µM), for the others: at the highest dose activity change, negative = inhibition, usual class: inhibitors. actives 0.35% (n = 390,000). AID 588795; note: nearly all actives have a fitted effect of over 65% in size
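Read-out was taken twice, immediately and after 15 min, following addition of 50 nM substrate to 10 nM FEN1 that had sat with test compound for 15 min at room temperature. Curves came from a four-parameter Hill model.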
GCN5L2 inh: inhibitors of human GCN5L2 histone acetyltransferase. Q92830. GCN5L2 HAT assay, ThioGlo1 CoA-SH fluorescence. Potency, µM (highest dose often 58.9 µM), for the others: at the top dose activity change, negative = inhibition, actives largely listed as inhibitors. actives 0.21% (n = 390,000). AID 504327
Target sequence (Q92830 whole entry, looked up): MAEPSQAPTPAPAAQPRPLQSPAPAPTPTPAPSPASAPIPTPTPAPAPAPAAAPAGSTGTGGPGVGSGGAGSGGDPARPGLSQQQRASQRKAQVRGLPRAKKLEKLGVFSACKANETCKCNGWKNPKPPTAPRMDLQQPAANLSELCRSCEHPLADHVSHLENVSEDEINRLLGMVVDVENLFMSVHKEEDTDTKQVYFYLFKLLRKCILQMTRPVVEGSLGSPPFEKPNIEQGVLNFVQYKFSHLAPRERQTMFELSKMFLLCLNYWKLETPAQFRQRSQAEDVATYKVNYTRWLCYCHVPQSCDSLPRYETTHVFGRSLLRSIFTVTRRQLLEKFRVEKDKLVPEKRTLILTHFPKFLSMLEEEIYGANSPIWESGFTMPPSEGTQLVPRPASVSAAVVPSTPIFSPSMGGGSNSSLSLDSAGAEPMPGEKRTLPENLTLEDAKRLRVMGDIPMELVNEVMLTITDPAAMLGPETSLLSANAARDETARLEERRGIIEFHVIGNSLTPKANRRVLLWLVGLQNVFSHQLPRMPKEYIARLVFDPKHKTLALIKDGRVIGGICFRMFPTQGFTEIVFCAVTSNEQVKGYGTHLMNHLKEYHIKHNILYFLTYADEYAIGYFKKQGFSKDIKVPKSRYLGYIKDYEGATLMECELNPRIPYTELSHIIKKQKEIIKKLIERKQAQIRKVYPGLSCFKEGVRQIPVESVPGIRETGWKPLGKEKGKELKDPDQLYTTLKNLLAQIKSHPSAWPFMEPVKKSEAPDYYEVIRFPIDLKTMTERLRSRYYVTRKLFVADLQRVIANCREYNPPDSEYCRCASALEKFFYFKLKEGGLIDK
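GCN5L2 (20 nM) in 50mM HEPES pH 7.5, 0.1mM EDTA, 0.01% Tween-20 preincubated 15 min with compounds at room temperature. Reaction started with H3(1-25) 75uM, acetyl-CoA 70uM, ThioGlo1 50uM; CoA-thiol fluorescence (Ex340/Em540) read at 0 and 20 min.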
N370S GC: inhibitors or activators of N370S glucocerebrosidase for Gaucher disease | N370S GC spleen homogenate, 4MU-glucoside fluorescence | Potency, µM (titrated, usually from 59.4 µM), without a hit: at the highest dose activity change, negative = inhibition, most hits filed as inhibitors | actives 0.092% (n = 330,000) | AID 2101;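 note: 0% = full enzyme activity and -100% = no enzyme basal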
Numbers without * were called inactive; ? = inconclusive; · = not tested or not shown; & = joins results of further samples; [ ] = remark or other dose. Calls come from the whole dose curve; as a rule, active = well fitted curve in the direction sought with a large enough effect; inconclusive = small, poorly fitted or top-dose-only effect, or another doubt; inactive = no such curve, though single readings can be large; an effect the other way counts as inactive or inconclusive. Unless noted, % is set by controls: 0 for no effect and ±100 for the full control effect; potency is the fitted concentration of half-maximal effect. Some of the compounds tested (hit frequency here may not be typical).

molecule	FEN1 inhibitor	GCN5L2 inh	N370S GC
O=C1CSC(c2ccccc2)N1c1ccc([N+](=O)[O-])cc1 (stereo not given)	-5%	-13%	-7%
COc1cc(OC)c(NC(=O)Cn2cnc3sc(C)c(S(=O)(=O)N4CCN(C)CC4)c3c2=O)cc1Cl	-25%	-3%	·
CCOC(=O)c1csc(NC(=O)CSc2nnnn2-c2ccc3c(c2)OCCO3)n1	-2%	-3%	-4%
Cc1cccn2c(=O)nc(SCC(=O)N3CCC(Cc4ccccc4)CC3)nc12	-9%	-4%	4%
O=C(O)c1ccc(SCc2cnc(Cl)s2)cc1	-10%	-5%	0%
CS(=O)(=O)CCSc1ncccc1C(=O)NCc1cccs1	-5%	-1%	5%
Cc1ccccc1N1Cc2ccccc2C1	4%	-3%	18%
CCCn1nc(C(=O)OCC(=O)c2ccccc2)c2ccccc2c1=O	6%	0%	17%
CC[N+]1(C)[C@@H]2CC[C@H]1CC(OC(=O)[C@H]1CC[C@@](C(=O)OC3C[C@H]4CC[C@@H](C3)[N+]4(C)CC)(c3ccccc3)c3ccccc31)C2 (stereo not given in full)	·	12%[21.4 µM]	11%[21.6 µM]
COCCNC(=S)N1CCN(c2cccc(C)c2C)CC1	0%	2%	3%
O=C(c1ccc(Br)o1)N1CC=C(c2ccccc2)CC1	6%	0%	·
O=C(Nc1ccccc1N1CCOCC1)C1CCN(S(=O)(=O)c2cccc(C(F)(F)F)c2)CC1	-10%	-8%	-21%
COc1ccc(CN2CCC(n3nccc3NC(=O)CCOc3ccccc3)CC2)cc1C	-12%	-30%	-19%
CC(=O)c1ccc(N(CC(=O)NC2CCCCC2)C(=O)CNC(=O)c2ccco2)cc1	2%	-2%	-3%
O=C1C2C3C=CC(CC3)C2C(=O)N1c1ccccc1 (stereo not given)	-8%	0%	-2%
CCc1ccc(OCC(=O)N(Cc2ccco2)Cc2ccccc2Cl)cc1	-2%	-14%	·
Cc1cccc(NC(=O)C(=O)NCCCN2CCOCC2)c1	-10%&13%	-3%&20%	8%
CCOC(=O)c1c(C)[nH]c(C)c1S(=O)(=O)N1CCN(c2ccc([N+](=O)[O-])cc2)CC1	4%	-8%	-21%
CCN1CCc2c(sc(NC(=O)c3cc4ccccc4cc3OC)c2C(N)=O)C1	-15%	-1%	-8%
CC1CCCC(NC(=O)Cn2cc(Br)ccc2=O)C1C (stereo not given)	-1%	-1%	·
CC(=O)N1CCCC1c1nc2ccccc2n1Cc1c(F)cccc1Cl (stereo not given)	-1%	2%	·
CCC(=O)C1=C(c2ccc(OC)c(OC)c2)N(C(=O)CC)n2c(nnc2-c2ccc(C)cc2)S1	-9%	2%	·
Cc1csc(SCC(=O)Nc2cc(C(C)(C)C)nn2-c2ccccc2)n1	?	-3%	?
O=C(Cn1nnc(-c2ccccc2F)n1)NCc1ccco1	0%	-10%	2%
COc1ccccc1CN1CCC(CNC(=O)c2cnn(-c3ccc(Cl)cc3)c2C2CCN(C(=O)OC(C)(C)C)CC2)CC1	8%	21%	·
Cc1ccc(S(=O)(=O)N2CCN(C(=O)[C@H](Cc3ccccc3)NC(=O)c3ccco3)CC2)cc1C	1%	3%	·
COc1ccc(CNC(=O)CCCc2ccccc2)cc1	4%	2%	0%
Cc1ccc(C)c(CNC(=O)CN2C(=O)CSc3ccc(S(=O)(=O)N(C)C)cc32)c1	-1%	-4%	·
COc1ccc(/C=N/NC(=O)c2nn(-c3ccccc3)c(=O)c3c(N)scc23)cc1	-2%	?	0%
Cc1cccc(C)c1NC(=S)N1CCCN(Cc2ccc(F)cc2)C1	-20%	-6%	-8%
CCc1ccccc1OCC(=O)Nc1cccc(S(=O)(=O)NC2=NCCC2)c1	2%	-6%	·
COc1cccc(N/N=C(\C#N)S(=O)(=O)C(C)(C)C)c1	6%	-5%	-1%
COc1ccccc1N1CC(C(=O)Nc2ccc(N3CCOCC3)cc2)CC1=O (stereo not given)	3%	-5%	·
COCCn1c(SCC(=O)NC2CCCC2)nnc1-c1ccco1	3%	-2%	-1%
CN(C(=O)Cn1nnc2ccccc2c1=O)C1CCCCC1	11%	-5%	-12%
COc1ccc2nc3sc(C(=O)NCCc4ccc(Cl)cc4)cc3cc2c1	-7%	-7%	·
O=C(Nc1cccc(S(=O)(=O)N2CCCCC2)c1)C1CCC1	-7%	-7%	-5%
CC(=O)N(Cc1ccc(F)cc1)Cc1nc2ccccc2c(=O)[nH]1	11%	0%	-23%
CC1(C)Cc2c(sc3c2c(=N)n(Cc2ccco2)c(=O)n3CC(=O)Nc2cccc(Cl)c2)CO1	-22%	-13%	-2%
O=C(COc1ccc(F)cc1F)Nc1cccnc1	4%	-21%	-4%
NC(=O)c1ccccc1NC(=O)CN1c2ccccc2S(=O)(=O)c2ccccc21	14%	-6%	·
CCCCn1nc2cc(C(=O)NCc3ccco3)ccc2c1OCC	13%	7%	6%
CS(=O)(=O)N1N=C(c2cccs2)CC1c1ccccc1F (stereo not given)	3%	-2%	6%
CCOC(=O)c1c(C)n(C)c2cc(-c3cccc(C(F)(F)F)c3)c(O)cc12	-10%	2%	0%
CCOc1ccc(S(=O)(=O)NCCCN2CCCC2=O)cc1	2%	6%	-2%
COc1ccc(C(=O)NCCc2ccccc2)cc1OC	-2%	-8%	-9%
Cc1ccc(-c2nnc(SCC(=O)N/N=C/c3ccccc3C(=O)O)n2C2CCCCC2)cc1	5%	-21%	-16%
CCC(C)Cn1c(C(C)C)nc2ccccc21 (stereo not given)	1%	1%	12%
C=CCn1c(SCC(=O)Nc2ccccc2)nnc1-c1cccc(S(=O)(=O)N2CCOCC2)c1	-7%	-4%	-1%
Cn1c(SCC(=O)Nc2cccnc2)nnc1-c1ccccc1F	4%	1%	3%
O=C(CN1CC(=O)Oc2ccccc21)OCC(=O)c1ccc(F)cc1	4%	-3%	-2%
O=C(CSc1ccc2nnc(-c3ccccn3)n2n1)Nc1ccc(F)cc1F	-1%	-2%	4%
O=[N+]([O-])c1cccc(-n2nncc2-c2ccccc2)c1	5%	-5%	1%
COCCCNC(=O)Cn1cnc2c(NCc3ccccc3)ncnc21	-1%	-6%	·
O=C(Nc1cnn(Cc2ccc(F)cc2)c1)c1cc(-c2cccs2)on1	3%	?	5%
Cc1ccc(CN(C(=O)COc2ccc(C(C)C)cc2)C2CCS(=O)(=O)C2)o1 (stereo not given)	-2%	0%	·
CCC(NC(=S)NCc1ccccc1)C(=O)O (stereo not given)	-6%	24%	·
CCOc1c2ccc(C(=O)NCc3ccc4c(c3)OCO4)cc2nn1C	-4%	-7%	-4%
COc1ccc(Br)cc1S(=O)(=O)n1ccnc1C	-4%	3%	5%
Cc1n[nH]c(C)c1S(=O)(=O)N1CCCC(C(=O)NC2CCCc3ccccc32)C1 (stereo not given)	2%	-3%	-4%

Record cards, as listed above. Screens in order: FEN1 inhibitor | GCN5L2 inh | N370S GC
CC(=O)N(Cc1ccc(F)cc1)Cc1nc2ccccc2c(=O)[nH]1 as listed: 11% | 0% | -23%
CCCn1nc(C(=O)OCC(=O)c2ccccc2)c2ccccc2c1=O as listed: 6% | 0% | 17%
Cc1cccn2c(=O)nc(SCC(=O)N3CCC(Cc4ccccc4)CC3)nc12 as listed: -9% | -4% | 4%
CCCCn1nc2cc(C(=O)NCc3ccco3)ccc2c1OCC as listed: 13% | 7% | 6%
CCOc1c2ccc(C(=O)NCc3ccc4c(c3)OCO4)cc2nn1C as listed: -4% | -7% | -4%

Next part.
molecule	FEN1 inhibitor	GCN5L2 inh	N370S GC
CCN(CC)C(=O)Cn1cnc2sc(C(=O)Nc3cc(OC)c(OC)c(OC)c3)c(C)c2c1=O	4%	0%	-13%
O=C(NCc1ccncc1)Nc1cccc([N+](=O)[O-])c1	18%	1%	1%
Nc1cn(C2OC(CO)C(O)C2O)c(=O)[nH]c1=O (stereo not given)	3%	-5%	4%
COc1cccc(C(=O)Nc2ccc3oc(-c4cccc5c(Br)cccc45)nc3c2)c1	8%	-4%	·
Cc1cccc(CSc2ncnc3nc[nH]c23)c1	0%	0%	2%
COC(=O)CNC(=O)c1cc(-c2ccncc2)nc2ccc(C)cc12	-7%	-5%	0%
Cc1cc(C)n(-c2cc(C(=O)O)cc(C(=O)O)c2)n1	-2%	-2%	6%
CCN(CC)CCCNC(=O)C1c2ccccc2C(=O)N(C)C1c1ccc(OC)cc1 (stereo not given)	-2%	-4%	6%
CCCCn1c(SCC(=O)NC(=O)Cc2ccccc2)nc2ccccc2c1=O	1%	-11%	·
O=C(CCN1C(=O)[C@@H]2Cc3ccccc3CN2C1=O)NCc1ccc(Cl)cc1	18%	2%	2%
C[C@]1(c2ccccc2)OC(C(=O)O)=CC1=O	·	-4%	3%
O=C(Nc1cccc(F)c1)N1CC[C@@]2(CCCN(C(=O)c3cc(C(F)(F)F)cc(C(F)(F)F)c3)C2)C1	·	2%	-7%
CC1Cc2ccccc2N1C(=O)CSc1ncc(-c2ccc(F)cc2)n1C (stereo not given)	2%	-5%	15%
CC1(C(=O)O)CCC(C(=O)NC2CCCCCC2)C1(C)C (stereo not given)	-11%	-4%	5%
CC(NC(=O)CCN1N=C(c2ccccc2)CCC1=O)c1ccc2c(c1)OCCO2 (stereo not given)	·	-2%	6%
COc1cccc(CNC(=O)CSCC(=O)Nc2ccc(C)cc2)c1	-7%	-3%	-3%
COc1cccc(NC(=O)C(NCC(C)(C)CN(C)C)c2ccccc2)c1 (stereo not given)	-8%	1%	-13%
Cc1nc(SCCCSc2n[nH]c(C)n2)n[nH]1	4%	2%	2%
O=C1CN=C(Nc2ccccc2Cl)N1Cc1ccc2c(c1)OCO2	5%	-5%	1%
CCc1ccc(CNC(=O)c2c(C)oc3ncnc(N4CCOCC4)c23)cc1	0%	26%	·
CCOC(=O)c1cnc2ccc(C)cn2c1=O	0%	-18%	?
CCN1C(=O)N(CC)C2NC(=S)NC21 (stereo not given)	8%	-5%	-2%
Cc1cc(C(=O)C(C)OC(=O)c2cnccn2)c(C)n1-c1ccccc1 (stereo not given)	3%	-6%	·
Cc1nn(-c2ccccc2)c2c1C1(C(=O)N(C)c3ccccc31)N(c1ccccc1)C(=O)N2 (stereo not given)	1%	6%	3%
CCc1ccc([C@@H]2CC=C(C(=O)O)[C@H](c3ccccc3F)N2S(=O)(=O)c2ccc(C)cc2)cc1	2%	-2%	10%
CC(=O)c1cccc(NC(=O)C(C)N2CCc3ccccc3C2)c1 (stereo not given)	0%	-22%	-2%
CCn1nnnc1NCc1c(OC)ccc2ccccc12	-3%	-10%	-1%
Cc1csc(NC(=O)CN(C)S(=O)(=O)c2cccc3cccnc23)n1	-7%	-21%	7%
O=C(NCc1cccc(Cl)c1)c1cccc(OC2CCN(C(=O)C3CC3)CC2)c1	-2%	-5%	5%
O=C(Nc1ccccc1)N1CC2(CCN(C(=O)c3cccc(F)c3)CC2)C1	·	2%	-16%
CC(C)C[C@@H](NC(=O)[C@@H](O)[C@H](N)Cc1ccccc1)C(=O)O	·	19%	2%
COc1ccccc1Nc1nc(-c2ccccc2)nc2ccccc12	-2%	-15%	-15%
Cc1cc(C)cc(C(=O)OCC(=O)NCc2ccco2)c1	-13%	-11%	·
NC1=NC(=O)/C(=C/c2c(OS(=O)(=O)c3ccc(Cl)cc3)ccc3ccccc23)S1	3%	-1%	0%
O=C(COC(=O)COc1ccccc1[N+](=O)[O-])NC1CCCCC1	-3%	0%	·
CCN(CC(=O)NC1CCS(=O)(=O)C1)C(=O)c1ccc(OC)c([N+](=O)[O-])c1 (stereo not given)	-3%	1%	·
CC(C)n1nnnc1-c1cc(Cl)cc(Cl)c1	1%	-2%	27%
CCC(C)(C)NC(=O)C(c1ccc(O)cc1)N(C(=O)Cn1nnc2ccccc21)c1ccc(NC(C)=O)cc1 (stereo not given)	3%	10%	4%
COc1ccc(-c2nn(-c3ccccc3C)cc2CNC(C)c2cn(C)nc2C)cc1F (stereo not given)	12%	-4%	-7%
CC(=O)N1CCc2cc(S(=O)(=O)NC(CC(C)C)C(=O)Nc3cc(C(=O)O)ccc3C)ccc21 (stereo not given)	4%	-26%	-2%

Copied from the list.
Value of Cc1csc(SCC(=O)Nc2cc(C(C)(C)C)nn2-c2ccccc2)n1 in GCN5L2 inh: -3%
Value of CCCn1nc(C(=O)OCC(=O)c2ccccc2)c2ccccc2c1=O in FEN1 inhibitor: 6%
